Assay outcomes: PubChem, several laboratories
FLuc inhib CS – Photinus pyralis luciferase inhibition counter-screen; ATPLite firefly luciferase biochemical luminescence, 10 min; inhibition, % at 10 µM; 1.5% of 200,000 active; AID 1006;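 active = inhibition above about 50% when tested at 10 µM, limit read from the data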
Target sequence (P08659 whole entry, looked up): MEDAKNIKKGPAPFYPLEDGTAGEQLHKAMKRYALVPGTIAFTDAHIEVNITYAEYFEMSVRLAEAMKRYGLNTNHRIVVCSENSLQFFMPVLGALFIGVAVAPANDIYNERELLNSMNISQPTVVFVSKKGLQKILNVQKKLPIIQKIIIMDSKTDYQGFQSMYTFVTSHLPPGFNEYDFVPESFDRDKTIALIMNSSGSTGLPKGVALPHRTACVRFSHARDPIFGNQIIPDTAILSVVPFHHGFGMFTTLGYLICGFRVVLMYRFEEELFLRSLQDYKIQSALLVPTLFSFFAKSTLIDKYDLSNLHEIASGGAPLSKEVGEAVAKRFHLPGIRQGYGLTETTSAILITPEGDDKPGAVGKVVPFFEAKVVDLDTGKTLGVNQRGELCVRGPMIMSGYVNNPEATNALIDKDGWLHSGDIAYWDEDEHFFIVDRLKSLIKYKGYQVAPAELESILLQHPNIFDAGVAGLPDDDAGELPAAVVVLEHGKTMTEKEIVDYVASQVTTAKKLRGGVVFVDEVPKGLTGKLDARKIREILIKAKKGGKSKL
G6PDH CS – L. mesenteroides G6PDH inhibition counter-screen; inhibition, % at 5 µM; 0.12% of 200,000 active; Purified L. mesenteroides G6PDH, diaphorase/resazurin coupled fluorescence, 45 min; in the data active = inhibition above about 50%
STAT1 activator – increases IFN-gamma driven STAT1 reporter signal. activation (% of control), % at 5.5 µM. AID 932. 2.6% of 200,000 active. NIH 3T3 STAT1-luciferase reporter, luminescence; 100% = IFN-gamma alone, no compound;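 active = activation above the screen-wide mean activation plus 3 SD, cut at about 130% in these data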;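 also: raw ratio to IFN-gamma control signal so 100% means no change and 0% no light; values of inactives mirror those of a sister screen read the other way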
HMGR II inh – E. faecalis class II HMG-CoA reductase inhibition. 0.41% of 190,000 active. inhibition, % at 10 µM. purified E. faecalis HMGR, NADPH absorbance 340 nm kinetic. AID 1066;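 active = inhibition above a set limit, the median over all tested compounds plus 3 SD, cut at about 9.5% in these data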;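 also: enzyme runs in reverse so mevalonate oxidation gives rising NADPH absorbance; 0% = complete reaction with DMSO and 100% = background rate lacking mevalonate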
APP 5'UTR act – activates APP 5'UTR luciferase reporter. SH-SY5Y APP 5'UTR luciferase reporter, luminescence; zero percent = DMSO vehicle wells. activation, % at 2 µM. 1% of 190,000 active. AID 1276;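 active = activation above a set limit, based on mean plus 3 SD of controls, cut at about 140% in these data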; also: values of inactives mirror those of a sister screen read the other way
DTT redox prof – compounds producing H2O2 with reducing agent – biochemical, NIH compound library profiling, artefact control for MLSCN library redox annotation, primary screen; 0.03% of 200,000 active; activation, % at 10 µM; DTT-dependent redox cycling H2O2, phenol red/HRP absorbance; 100% = 100 µM peroxide control, 0% = buffer;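 active = activation of at least 50% relative to the plate's high and low controls in the primary single-dose screen; inactive = activation below 50%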;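 also: compound incubated with DTT at 0.8 mM final as the reducing agent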
APP transl inh – APP translation inhibition | SH-SY5Y APP 5'UTR-luciferase reporter, luminescence | inhibition, % at 2 µM | 0.82% of 190,000 active;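 active = inhibition above a set limit, derived from the sample mean plus 3 SD, cut at about 45% in these data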; also: values of inactives mirror those of a sister screen read the other way
NF-kB neuron act – raises NF-kB expression in human neuronal cells; NF-kB reporter expression; hits give high values; fold change at 12.5 µM; 1.6% of 190,000 active; AID 1239; in the data active = fold change above about 3.3
FLuc stim CS – firefly luciferase counter-screen for stimulation assays | 200,000 tested, under 10 active | activation factor at 10 µM | ATPlite luciferase biochemical, luminescence, 10 min; 0 = ATP-free wells, 1 = DMSO control;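 active = luciferase activation factor, scaled between plate controls, of at least 2 with compound at 10 µM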
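Assay system: Luciferase/luciferin detection reagent, cell-free biochemical luciferase assay / Read-out: luciferase activation / Benchmarks: No-ATP low control, compound-free enzyme-plus-ATP high control / Medium: PBS buffer for ATP / Detection: luminescence measurement of luciferase light output / Schedule: 10 min at ambient temperature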
Hsp70 act – Hsp70 transcriptional activation, primary screen. HeLa Hsp70 promoter luciferase reporter, luminescence; scaled: vehicle 0, proteasome-inhibitor control 100%. activation, % at 10 µM. 0.04% of 200,000 active. AID 1203;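 active = activation above the mean across all tested compounds plus 3 SD, cutoff set per campaign, cut at about 5.5% in these data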;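 also: 100% = MG132 at 30 µM as the positive control and 0% = DMSO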
The depositor's hits bear a star; x = not tested or not shown.

SMILES	FLuc inhib CS	G6PDH CS	STAT1 activator	HMGR II inh	APP 5'UTR act	DTT redox prof	APP transl inh	NF-kB neuron act	FLuc stim CS	Hsp70 act
O=C(OCc1ccccc1Cl)c1cccnc1Cl	-4	-2	102	3	1	0.0	-1	1.9	1	-0.2
Cc1nn2c(N3CCN(C(=O)c4ccco4)CC3)cc(C(C)(C)C)nc2c1-c1ccccc1	-8	16	100	-4	10	-0.4	-10	0.88	1.1	-0.2
COC(=O)c1ccccc1NC(=O)CSc1nccc(C)n1	-8	14	101	0	10	0.4	-10	1.2	1.1	0.0
Cc1cccc(Nc2nc(N)c([N+](=O)[O-])c(N3CCN(C)CC3)n2)c1	-2	-12	100	0	32	0.1	-32	0.6	1	-0.1
Cc1onc(-c2c(F)cccc2Cl)c1C(=O)OCn1nnc2ccccc2c1=O	-4	7	94	-1	-2	0.3	2	5.6*	1	-0.1
COc1cc2c(cc1OC)C1=C(C#N)CC/C(=N\S(=O)(=O)c3ccccc3)N1CC2	-8	0	95	-7	x	-1.7	x	0.66	1.1	-0.1
COc1ccc(CN(CC(=O)NC2CCCCC2)C(=O)CCCC(=O)Nc2ccccn2)cc1	-4	10	101	-1	-15	0.7	14	1.2	1	-0.4
CC(C)C[C@H](NC(=O)OC(C)(C)C)c1nnc(SCc2cccc(F)c2)o1	0	19	83	-2	9	1.3	-9	1.2	1	-0.6
COc1cccc(C2SCC(=O)N2c2cccc(C)c2)c1OC (configuration not stated)	-4	1	94	-2	-3	-0.4	3	1.6	1	-0.4
COCCN(C)Cc1cn(-c2ccc(F)cc2F)nc1-c1ccccc1C	-2	17	94	0	3	-0.6	-3	x	1	0.2
COc1ccc(N2CCN(C(=O)c3ccc(C)cc3)CC2)c([N+](=O)[O-])c1	-5	2	103	-2	8	-0.1	-8	0.93	1	0.4
COc1ccc(F)cc1C(=O)C1CCCN(Cc2cn(C)c3ccccc23)C1 (configuration not stated)	-4	9	96	3	15	-0.8	-15	0.87	1	-0.1
C=CCOc1cccc(/C=N/NC(=O)CN(c2cc(Cl)ccc2OC)S(=O)(=O)c2ccc(C)c([N+](=O)[O-])c2)c1	-4	-9	105	-1	8	-0.1	-8	0.9	1	-0.5
COc1cc2[nH]c(=O)n(CCC(=O)N3CCN(Cc4ccc5c(c4)OCO5)CC3)c(=O)c2cc1OC	-6	1	95	3	-1	-0.1	1	1	1.1	-0.3
Cc1cc(C(=O)CSc2nc3ccccc3[nH]2)c(C)n1Cc1ccco1	34	7	165*	5	214*	0.1	-214	1.1	0.7	-0.5
Nc1cc(=O)[nH]n1C1CCCCC1	-8	7	96	-1	-1	-0.8	1	1	1.1	-0.1
COc1ccc(NC(=O)CSc2nc(N3CCCCC3)nc(N3CCCCC3)n2)cc1	-1	4	100	1	6	3.3	-6	0.94	1	-0.2
COc1ccc(NC(=O)c2cccc([N+](=O)[O-])c2)cc1	6	-1	117	-6	7	-2.1	-7	1.8	0.9	-0.1
O=C(C(=O)N1CC=C(c2ccccc2)CC1)c1c[nH]c2ccccc12	-3	-13	97	-8	11	1.0	-11	1.2	1	-0.5
Cc1ccc2cc3c(NC(=O)c4ccco4)nn(CC(C)C)c3nc2c1	-3	4	99	0	0	0.0	0	0.81	1	-0.3
COCCCNC(=O)c1ccc2c(c1)CCN2S(C)(=O)=O	-8	0	100	-5	3	1.5	-3	0.95	1.1	-0.6
COC(=O)c1cc(-c2c(C)oc3cc(OC)ccc3c2=O)c(C)o1	-7	8	99	-1	10	1.0	-10	1.3	1.1	-0.3
CCN(CC)C(=O)c1sc(NC(=O)c2cccs2)c(C#N)c1C	8	11	91	-3	5	-0.8	-4	1.1	0.9	0.2
CC(=O)Nc1ccc(C2=NN(c3ccccc3)C(c3cccs3)C2)cc1 (configuration not stated)	-5	6	104	4	-26	-1.4	26	0.96	1	-0.1
COC(=O)c1ccc(/C=N/Nc2nc3ccccc3[nH]2)cc1	44	3	138*	-4	57	-2.0	-57	1.3	0.6	0.0
COC(=O)C(C)Sc1ccc2nnc(CCNS(=O)(=O)c3ccc(C)cc3)n2n1 (configuration not stated)	0	12	104	7	-8	-1.0	8	1.3	1	0.2
CCOc1ccc(C(C)NC(=O)c2ccccc2F)cc1 (configuration not stated)	-1	2	90	0	-18	0.0	18	1	1	-0.3
CCOc1ccc(NC(=O)C[n+]2ccc(N(C)C)cc2)cc1	-1	2	96	-7	6	-0.5	-6	1.2	1	-0.1
Cc1ccc(NC(=O)NC(=O)N(c2ccccc2)S(C)(=O)=O)cc1	-3	5	104	0	14	1.6	-14	1.5	1	-0.1
Cc1cccc(NCc2ccccc2OCc2ccccc2F)c1	-6	0	90	-5	-14	0.7	14	1.3	1.1	0.0
C=CCCC(=O)Nc1nc(C)c(-c2csc(Nc3cc(OC)ccc3OC)n2)s1	-9	13	114	-3	-53	-3.7	53*	0.77	1.1	0.3
Cc1ccc(S(=O)(=O)NC2CCCCC2)c2nsnc12	-4	3	97	-4	-7	-0.1	7	1	1	0.1
CSCCC(NC=C1C(=O)OC(C)(C)OC1=O)C(=O)O (configuration not stated)	-2	9	95	-5	5	2.3	-5	1.2	1	0.6
CN(/N=C/c1cccnc1)c1cnn(-c2ccc(F)c(Cl)c2)c(=O)c1Cl	-5	8	106	-6	4	0.5	-4	1.3	1.1	-0.4
CCN(CC)C(=O)CCCOc1ccc(Cl)cc1Cl	-4	-3	119	1	31	1.3	-31	2.3	1	0.0
COc1ccc(S(=O)(=O)N2CCC(C(=O)N3CCCC3)CC2)cc1Cl	-2	9	98	-1	5	-0.6	-5	1	1	0.0
COC(=O)c1cc(C(=O)OC)cc(S(=O)(=O)Nc2ccc(Cl)c(N)c2)c1	-8	-1	99	-7	-1	2.6	1	1	1.1	-0.1
Cc1ccc(C2CC2c2n[nH]c(=S)n2-c2cccc(Cl)c2)cc1 (configuration not stated)	-6	7	97	-2	13	0.1	-13	0.93	1.1	-0.5
O=C(Cn1c(=S)[nH]c2ccccc2c1=O)N1CCN(c2ccccc2)CC1	-1	-6	100	-1	4	-0.1	-4	1.2	1	-0.3
CCN(CC)S(=O)(=O)c1ccc(C(=O)N2CCN(CCN3C(=O)c4cccc5cccc(c45)C3=O)CC2)cc1	-1	6	114	-2	10	-0.1	-10	0.92	1	-0.1

An excerpt from the list above:
SMILES	FLuc inhib CS	G6PDH CS	STAT1 activator	HMGR II inh	APP 5'UTR act	DTT redox prof	APP transl inh	NF-kB neuron act	FLuc stim CS	Hsp70 act
Cc1ccc(S(=O)(=O)NC2CCCCC2)c2nsnc12	-4	3	97	-4	-7	-0.1	7	1	1	0.1
CSCCC(NC=C1C(=O)OC(C)(C)OC1=O)C(=O)O (configuration not stated)	-2	9	95	-5	5	2.3	-5	1.2	1	0.6
CN(/N=C/c1cccnc1)c1cnn(-c2ccc(F)c(Cl)c2)c(=O)c1Cl	-5	8	106	-6	4	0.5	-4	1.3	1.1	-0.4
CCN(CC)C(=O)CCCOc1ccc(Cl)cc1Cl	-4	-3	119	1	31	1.3	-31	2.3	1	0.0
COc1ccc(S(=O)(=O)N2CCC(C(=O)N3CCCC3)CC2)cc1Cl	-2	9	98	-1	5	-0.6	-5	1	1	0.0
COC(=O)c1cc(C(=O)OC)cc(S(=O)(=O)Nc2ccc(Cl)c(N)c2)c1	-8	-1	99	-7	-1	2.6	1	1	1.1	-0.1
Cc1ccc(C2CC2c2n[nH]c(=S)n2-c2cccc(Cl)c2)cc1 (configuration not stated)	-6	7	97	-2	13	0.1	-13	0.93	1.1	-0.5
O=C(Cn1c(=S)[nH]c2ccccc2c1=O)N1CCN(c2ccccc2)CC1	-1	-6	100	-1	4	-0.1	-4	1.2	1	-0.3
CCN(CC)S(=O)(=O)c1ccc(C(=O)N2CCN(CCN3C(=O)c4cccc5cccc(c45)C3=O)CC2)cc1	-1	6	114	-2	10	-0.1	-10	0.92	1	-0.1

(listing goes on)
SMILES	FLuc inhib CS	G6PDH CS	STAT1 activator	HMGR II inh	APP 5'UTR act	DTT redox prof	APP transl inh	NF-kB neuron act	FLuc stim CS	Hsp70 act
CC(C)CC(NS(=O)(=O)c1ccc2[nH]c(=O)c(=O)[nH]c2c1)C(=O)O (configuration not stated)	-7	1	104	0	-4	-0.1	4	1.3	1.1	-0.5
O=C(CC1C(=O)NCCN1CC1CCCCC1)NCc1ccccc1Cl (configuration not stated)	-7	8	106	0	-4	-0.2	4	0.86	1.1	0.1
COc1ccc(CCNC(=O)CCCCCn2c(SCC(N)=O)nc3cc4c(cc3c2=O)OCO4)cc1OC	-8	-6	103	3	19	-0.1	-19	1.1	1.1	-0.2
Cc1[nH]nc2c1C(c1ccc(O)cc1)C1=C(CC(C)(C)CC1=O)N2 (configuration not stated)	-4	6	88	-2	-6	-1.5	6	1.1	1	-0.2
CCCNS(=O)(=O)c1ccc(OCC(=O)N2CCOCC2)cc1	-7	0	100	-5	-8	1.3	8	1.4	1.1	-0.4
CC1CCCN(c2nc3c(c(=O)[nH]c(=O)n3C)n2CCSc2nc3ccccc3o2)C1 (configuration not stated)	0	0	101	-1	1	-3.5	-1	1.3	1	-0.1
O=c1n(-c2ccccc2)c(=O)n2n1CCCC2	-3	2	102	1	12	-3.0	-12	0.97	1	-0.2
COc1ccc(C2Nc3ccccc3C(=O)N2C2CCCCC2)cc1 (configuration not stated)	-5	0	106	4	23	0.0	-23	1.3	1.1	-0.3
O=C(CSc1ccc(Cl)cc1)Nc1ccc(N2CCN(c3ccccc3)CC2)c(F)c1	-6	7	94	-1	20	2.8	-20	1.2	1.1	-0.2
Cc1ccc(S(=O)(=O)N2CCOCC2)c2nsnc12	-7	2	98	1	5	0.4	-6	1.3	1.1	-0.3
CS(=O)(=O)c1ccc(C(=O)Nc2cc(S(C)(=O)=O)ccc2Cl)cc1	2	-9	104	1	5	0.6	-5	1.2	1	-0.2
CCOc1c2ccc(C(=O)NCc3ccco3)cc2nn1CCOC	-6	3	97	0	5	-3.3	-5	1.4	1.1	-0.2
Nn1c(Cc2cccc3ccccc23)nnc1SCC(=O)NC1CCS(=O)(=O)C1 (configuration not stated)	-4	3	99	-1	-10	0.1	10	1	1	-0.5
CCn1c(SCc2cc(=O)[nH]c3ccccc23)nnc1C1CC1	-4	8	97	1	-14	-0.9	14	1.2	1	-0.3
Cc1nnc(NC(=O)CSc2nnc(Cc3cccn3C)n2C)s1	0	22	103	-4	-12	-0.2	12	1.1	1	0.1
NC(=O)c1ccccc1NC(=O)CCc1ccccc1	6	-3	124	1	4	-0.9	-4	2.1	0.9	0.2
C=CCNC(=O)c1ccc(CNS(=O)(=O)c2ccc(NC(C)=O)cc2)cc1	-3	5	99	-2	-2	-0.2	2	0.98	1	-0.1
CC(=O)Oc1ccc(C2(C)CC(C)(C)NC(=S)N2C)c(OC(C)=O)c1 (configuration not stated)	46	8	97	1	16	-0.7	-16	0.98	0.5	-0.2
